Bcl-B Bim block – disrupts Bim peptide binding to human Bcl-B. inhibition, % at 10 µM. actives 0.073% (n = 190,000). bead-based flow cytometry. Q9HD36;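 also: 0% = tracer peptide without compound and 100% = reference inhibitor peptide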
ABCG2 block – blocks JC-1 efflux by human ABCG2 transporter; actives 0.1% (n = 190,000); IgMXP3 cells, flow cytometry; inhibition, % at 6.6 µM; Q9UNQ0;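 active = inhibition above 80%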;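 also: 0% = DMSO and 100% = nicardipine control wells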
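Times: 10 min at 25 °C | Test system: Two drug-resistant human cell lines, ABCG2 and ABCB1 | Quantity: 3 million cells/mL final, two lines in 1:1 ratio | Signal: Flow cytometry, 530 nm JC-1 signal | Dosing: Compound at 6.6 µM | Controls: Nicardipine and DMSO wells | Reagent: JC-1 as fluorescent efflux pump substrate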
Bcl-XL Bim block – disrupts Bim peptide binding to human Bcl-XL | Q07817 | bead flow cytometry, fluorescence | inhibition, % at 10 µM | actives 0.04% (n = 190,000) | AID 1007
RGS8-Gao – modulates binding of RGS8 to human Galphao. multiplexed bead flow cytometry; actives lie on both sides. P09471. AID 1423. response (percent of control binding), % at 10 µM. actives 0.34% (n = 220,000); in the data active = response below about 60% or above about 140%; inactive = in between;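 also: Galphao activated as the GDP aluminium fluoride complex binding bead-coupled RGS8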
RGS7-Gao – regulators of human RGS7-Galphao interaction; P09471; Multiplexed bead flow cytometry, RGS7-Galphao binding; actives lie on both sides; binding response (% of control), % at 10 µM; actives 0.35% (n = 220,000); AID 1439; in the data active = binding response below about 49% or above about 150%; inconclusive = no clear call, values can overlap the other calls; inactive = in between;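 also: fluorescent Galphao held in activated GDP-AlF4 state binding bead-coupled RGS7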
ABCB1 block – human ABCB1 inhibition, ABCG2 as counter-screen; inhibition, % at 6.6 µM; P08183; actives 0.067% (n = 190,000); CCRF-Adr cells, JC-1 efflux, flow cytometry; in the data active = inhibition above about 40%;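 also: 0% = vehicle and 100% = reference inhibitor; higher value means more JC-1 retained so stronger ABCB1 efflux block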
Target sequence (P08183 whole entry, looked up): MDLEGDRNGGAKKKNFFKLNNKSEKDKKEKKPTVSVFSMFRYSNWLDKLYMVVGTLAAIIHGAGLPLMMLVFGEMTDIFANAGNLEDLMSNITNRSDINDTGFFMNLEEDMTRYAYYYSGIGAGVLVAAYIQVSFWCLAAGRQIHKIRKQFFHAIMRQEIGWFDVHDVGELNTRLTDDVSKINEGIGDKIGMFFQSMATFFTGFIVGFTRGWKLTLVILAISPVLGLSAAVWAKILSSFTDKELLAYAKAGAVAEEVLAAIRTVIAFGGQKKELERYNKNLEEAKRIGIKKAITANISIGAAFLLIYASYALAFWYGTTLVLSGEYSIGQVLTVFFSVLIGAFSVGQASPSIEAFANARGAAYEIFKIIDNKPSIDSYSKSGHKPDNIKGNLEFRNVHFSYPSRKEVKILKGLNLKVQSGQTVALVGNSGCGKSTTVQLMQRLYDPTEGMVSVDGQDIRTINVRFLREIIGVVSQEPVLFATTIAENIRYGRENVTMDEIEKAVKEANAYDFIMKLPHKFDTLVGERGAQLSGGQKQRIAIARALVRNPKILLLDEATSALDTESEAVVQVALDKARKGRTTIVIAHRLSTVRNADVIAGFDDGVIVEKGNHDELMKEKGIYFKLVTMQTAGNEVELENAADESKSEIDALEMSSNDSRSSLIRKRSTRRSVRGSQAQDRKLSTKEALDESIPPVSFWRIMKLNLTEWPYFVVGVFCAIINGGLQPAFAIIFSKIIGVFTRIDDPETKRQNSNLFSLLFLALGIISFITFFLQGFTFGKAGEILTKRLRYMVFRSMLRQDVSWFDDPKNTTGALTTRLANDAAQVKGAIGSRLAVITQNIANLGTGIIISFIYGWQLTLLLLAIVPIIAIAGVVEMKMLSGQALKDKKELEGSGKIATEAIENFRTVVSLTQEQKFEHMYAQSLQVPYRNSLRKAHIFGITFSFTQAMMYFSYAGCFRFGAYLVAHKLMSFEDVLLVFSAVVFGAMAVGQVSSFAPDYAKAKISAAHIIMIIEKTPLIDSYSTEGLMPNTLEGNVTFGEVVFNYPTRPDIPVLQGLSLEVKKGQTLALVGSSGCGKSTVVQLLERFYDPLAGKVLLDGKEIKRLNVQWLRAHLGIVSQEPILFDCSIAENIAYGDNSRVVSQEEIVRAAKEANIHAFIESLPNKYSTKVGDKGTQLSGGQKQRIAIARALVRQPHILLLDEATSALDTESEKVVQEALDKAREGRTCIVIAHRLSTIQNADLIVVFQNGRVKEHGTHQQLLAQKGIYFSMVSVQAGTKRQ
GSH fluor – compound fluoresces at 488/530 nm on GSH beads. actives 0.25% (n = 190,000). GSH beads flow cytometry, compound fluorescence 488/530 nm; hits give high values. fluorescence (KMESF) at 10 µM; in the data active = fluorescence above about 89;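 also: glutathione beads carrying GST-tagged Bcl family fusion proteins plus one bare bead set; values are compound well signal with DMSO vehicle wells as background; inactives centre near 16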
Bcl-W Bim block – inhibitors of Bim-Bcl-W interaction, human; inhibition, % at 10 µM; actives 0.02% (n = 190,000); Q92843; bead-based flow cytometry, Bim peptide-Bcl-W binding;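 also: 0% = bound tracer without compound and 100% = peptide blocker; higher means less fluorescent Bim peptide bound to Bcl-W beads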
Bcl-2 Bim block – human Bim-Bcl-2 interaction inhibition. Bead-based flow cytometry, Bim peptide-Bcl-2 binding. inhibition, % at 10 µM. actives 0.06% (n = 190,000); in the data active = inhibition above about 40%; inconclusive = no clear call, values can overlap the other calls;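 also: 0% = no compound wells with probe peptide and 100% = reference peptide inhibitor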
RGS4-Gao reg – human RGS4-Galphao interaction regulation. P09471. Multiplexed bead flow cytometry, RGS4-Galphao binding; actives lie on both sides. binding response (% of control), % at 10 µM. actives 0.33% (n = 220,000). AID 1415; in the data active = binding response below about 49% or above about 150%; inactive = in between;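 also: fluorescent Galphao activated with aluminum fluoride binding bead-coupled RGS4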
Bfl-1 Bim block – disrupts Bim binding to human Bfl-1; actives 0.12% (n = 190,000); Q16548; Bead-based flow cytometry, Bim-Bfl-1 binding inhibition; inhibition, % at 10 µM;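 also: 0% = wells without compound plus tracer and 100% = blocker peptide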
* marks the source's active call; other numbers are inactive results; ? = inconclusive; · = not tested or not shown; [ ] = remark or other dose. Rule as the data show it, unless noted: active = inhibition above about 40%.

SMILES	Bcl-B Bim block	ABCG2 block	Bcl-XL Bim block	RGS8-Gao	RGS7-Gao	ABCB1 block	GSH fluor	Bcl-W Bim block	Bcl-2 Bim block	RGS4-Gao reg	Bfl-1 Bim block
Cc1ccc(Nc2nc(Cl)c(C=O)s2)cc1Cl	-10	0	-7	99	98	-0.4	23	-6	-2	98	-6
COCCn1nnnc1C(c1ccccc1OC)N1CCN(c2ccccc2F)CC1 (stereo not drawn)	1	2	2	89	99	0.9	5	-2	4	101	-1
C=C(C)COc1ccc2c3c(c(=O)oc2c1OCC(=C)C)CCC3	-11	7	4	102	102	-0.9	29	-3	-13	101	-14
O=C(C1CCN(S(=O)(=O)N2CCC3(CC2)OCCO3)CC1)N1CCC(Cc2ccccc2)CC1	0	4	-1	117	298*[activator]	0.9	28	-1	-2	387*[activator]	-4
CCOC(=O)N/N=C(\C)c1ccc(C)c([N+](=O)[O-])c1	-8	4	-9	103	100	0.3	20	-7	-12	101	-20
O=C(O)c1cccc(S(=O)(=O)N(Cc2ccccc2)c2ccccc2)c1	0	1	1	102	?	-0.6	13	0	0	100	-7
Cc1nc2sc(C(c3ccco3)N3CC(C)OC(C)C3)c(O)n2n1 (stereo not drawn)	-11	1	1	99	99	0.2	16	4	0	95	-7
CCn1c(=O)n(CC)c2cc([N+](=O)[O-])ccc21	-7	2	-1	103	101	0.2	14	2	-9	101	-13
CC(C)/C=C1\CCc2c([nH]c3ccccc23)C1=O	-1	2	-4	100	96	2.1	13	0	-4	100	-4
O=C1C2C3C=CC(C3)C2C(=O)N1CCN1CCN(Cc2ccc([N+](=O)[O-])cc2)CC1 (stereo not drawn)	-3	2	-3	99	98	3.9	9	-1	-4	99	-6
O=C(COC(=O)c1cnccn1)c1ccc(Cl)cc1	-6	-1	-1	105	107	-0.4	8	-2	-2	102	-9
CC(C)(C)N(Cc1cc2ccccc2[nH]c1=O)C(=O)c1ccco1	-6	1	-3	101	93	1.0	14	-2	1	97	-6
O=CN1CCc2scc[n+]2-c2ccccc21	-9	5	-3	97	104	0.2	17	-7	4	100	-2
O=C1N(CN2CCN(c3cccc(Cl)c3)CC2)c2ccccc2C12OCCCO2	-6	0	0	96	102	-0.1	45	0	-4	100	-5
CCCS(=O)(=O)N1CCCC(C(=O)N2CCOCC2)C1 (stereo not drawn)	1	3	-1	97	99	0.3	27	-1	0	103	4
CC1CCCN(CCCCOc2cccc(Br)c2)C1 (stereo not drawn)	-8	0	-9	106	99	0.3	5	-5	-4	100	-1
Cn1nc(C(F)(F)F)c(C(=O)Nc2ccc(Cl)cc2)c1Cl	-2	33	-5	100	107	0.7	32	-5	-1	101	7
CCCCc1cc(=O)oc2cc(OCC(=O)N(CC)CC)c(Cl)cc12	-6	14	-6	100	101	2.6	15	-7	-5	101	-7
Cc1cccc(C)c1NC(=S)N/N=C/c1ccc(OCCC(C)C)cc1	-9	2	-7	102	102	0.9	17	-2	-4	100	-9
O=C(COC(=O)CNC(=O)c1ccc(F)cc1)Nc1cccc(S(=O)(=O)N2CCCC2)c1	-6	0	-3	102	97	-0.1	15	-1	-3	96	-3
O=C(COC(=O)c1ccco1)Nc1ccccc1	-2	2	-2	100	103	0.3	4	1	-3	102	-7
Cc1ccc(C(=O)NC(C)c2ccc3c(c2)OCO3)s1 (stereo not drawn)	-3	2	-1	105	100	0.7	11	0	0	102	-7
Cc1cc(N2CC(=O)N(CCc3ccccc3)C(=O)C2)n2ncnc2n1	-1	4	0	99	100	0.7	11	-3	0	100	-1
CC1CC(C)CN(CCC(=O)Nc2ccc3c(c2)CCC3)C1 (stereo not drawn)	0	1	0	100	104	0.5	14	0	0	102	-3
Cc1cccc2nc(-c3cccnc3)c(NCCC(C)C)n12	-1	6	0	103	106	1.7	8	0	1	102	-7

The last 4 compounds of the part before lead into the next:
SMILES	Bcl-B Bim block	ABCG2 block	Bcl-XL Bim block	RGS8-Gao	RGS7-Gao	ABCB1 block	GSH fluor	Bcl-W Bim block	Bcl-2 Bim block	RGS4-Gao reg	Bfl-1 Bim block
Cc1ccc(C(=O)NC(C)c2ccc3c(c2)OCO3)s1 (stereo not drawn)	-3	2	-1	105	100	0.7	11	0	0	102	-7
Cc1cc(N2CC(=O)N(CCc3ccccc3)C(=O)C2)n2ncnc2n1	-1	4	0	99	100	0.7	11	-3	0	100	-1
CC1CC(C)CN(CCC(=O)Nc2ccc3c(c2)CCC3)C1 (stereo not drawn)	0	1	0	100	104	0.5	14	0	0	102	-3
Cc1cccc2nc(-c3cccnc3)c(NCCC(C)C)n12	-1	6	0	103	106	1.7	8	0	1	102	-7
Cc1ccc(-c2[nH]nc3c2C(c2ccoc2)C(C#N)=C(N)O3)cc1C (stereo not drawn)	-9	5	-3	100	102	0.2	24	1	-8	102	-9
COc1ccc(/C=N/NC(=O)c2ccccc2)cc1OS(=O)(=O)c1ccccc1	-11	7	-6	98	93	0.4	16	0	-10	93	-5
COCCCn1nnnc1SCC(=O)N1c2ccccc2CC1C (stereo not drawn)	0	2	-2	99	97	0.5	20	4	-2	97	0
O=C(Oc1ccccc1)c1ccc2nccnc2c1	-7	1	4	100	99	0.1	59	4	-4	97	-16
COC(=O)Cn1cnc2c(cnn2-c2ccccc2)c1=O	-4	-1	-4	100	100	-0.8	17	-1	0	101	-6
Cc1ccc(NC(=O)CSCC(=O)NCCc2ccccn2)c(C)c1	-3	6	-1	100	?	0.7	16	-3	-2	98	-5
O=C(CN(Cc1ccccc1)S(=O)(=O)c1ccccc1)N/N=C/c1ccccc1C(=O)O	-4	2	-4	100	97	0.4	9	-2	-5	101	-4
CCCN1CCN(C(=O)c2ccc(Sc3ccc(C)cc3)c(NC(C)=O)c2)CC1	-3	0	-4	102	101	-0.1	12	-1	-3	98	0
Cc1c(C(=O)N2CCOCC2)sc2ncn(CC(=O)N3CCC(C)CC3)c(=O)c12	-6	3	-3	99	102	0.5	23	0	-5	100	-13
S=C(NCc1cccnc1)Nc1ccc(Oc2ccccc2)cc1	-5	2	-1	100	103	-0.6	13	-7	0	100	-1
COc1cc(NC(=S)NC2CC2)c(OC)cc1Cl	-12	0	-4	101	104	0.1	7	-3	3	103	0
CC(C)(C)c1csc(NC(=O)c2ccc(Cl)s2)n1	-3	7	-5	97	94	-0.8	29	-4	2	94	-2
CN(C)/C=N/c1sc2c(c1C#N)CCCCC2	-3	3	-6	101	104	·	12	-3	-1	102	-1
O=C(COC(=O)c1ccncc1)Nc1ccccc1	-1	1	0	97	102	-0.5	14	2	-1	98	3
Cc1ccnc(NC(=O)c2c(-c3ccccc3Cl)noc2C)c1	-3	0	0	102	103	0.6	10	-3	-2	102	-1
O=C(O)c1cccnc1Nc1ccc(Cl)cc1	0	2	-2	103	?	-0.2	12	-1	-3	102	-2
O=C(CN(Cc1cccs1)S(=O)(=O)c1ccc(S(=O)(=O)NC2CCCCC2)cc1)Nc1ccccc1	-2	7	-4	100	103	1.0	6	-3	-2	102	1
CCN(CC)C(=O)C(=O)N/N=C/c1cccc(Br)c1	-1	6	-1	93	101	1.5	31	-1	-2	93	-2
COc1ccccc1Oc1ccc(S(=O)(=O)N2CCN(C)CC2)cc1	-2	0	-4	104	100	0.2	12	-2	-4	100	-2
Cc1[nH]n(-c2cccc3ccccc23)c(=O)c1/C=N/c1sc2c(c1C#N)CCC2	-8	-6	-5	101	99	-1.1	20	-1	-9	98	-19
CCCc1cc(=O)[nH]c(SCC(=O)NC(=O)OCC)n1	0	1	-5	85	93	0.4	10	-3	-1	92	2
COc1ccc(-c2nnc(SCc3c(C)noc3C)o2)cc1	2	3	-2	100	104	0.9	62	-1	2	101	0
CCOC(=O)Cn1nc(C)c(-c2ccccc2)c1N	3	-1	2	105	97	-0.5	23	0	2	102	0
CCCSc1nnc(-c2c[nH]c3ccccc23)n1CC	-4	17	-3	102	97	1.4	18	-2	-8	99	-11
Nc1cc(Cl)ccc1C(=O)OCC(=O)NC(=O)NCc1ccccc1	-3	6	-3	102	99	0.4	8	-1	1	101	0
SMILES	Bcl-B Bim block	ABCG2 block	Bcl-XL Bim block	RGS8-Gao	RGS7-Gao	ABCB1 block	GSH fluor	Bcl-W Bim block	Bcl-2 Bim block	RGS4-Gao reg	Bfl-1 Bim block
COc1ccc(C2CC(=O)C=C(NCC3CCCO3)C2)cc1 (stereo not drawn)	-11	9	-12	95	99	-0.7	31	-1	-9	93	-15
COc1ccc(N2CCN(C(=O)CCS(=O)(=O)c3cccc4nsnc34)CC2)cc1	-1	11	-5	106	101	0.7	10	-7	1	103	0
O=C(CCS(=O)(=O)c1ccc(Cl)cc1)Oc1ccc2c(c1)OCO2	-2	-1	-1	101	101	-0.3	17	-4	-3	99	-1
COc1ccccc1-c1noc(CCC(=O)Nc2cccc(C)c2)n1	-13	22	-7	93	98	0.9	27	-5	-16	98	-16
Cc1c(O)cc2n(c1=O)-c1ccc(Cl)cc1C2(C)C	-42	1	-28	101	103	-0.1	44	-28	-29	104	-28
Cc1ccc(C(=O)N[C@H](C(=O)OCc2cc(=O)n3c(n2)sc2ccccc23)C(C)C)cc1	-10	17	-5	100	97	1.2	13	-5	-8	91	-8
COc1ccc2[nH]c3c(=O)n(CCCCC(=O)N4CCC(C(N)=O)CC4)c(=S)[nH]c3c2c1	-13	-1	-1	98	99	-0.3	10	-3	-2	101	2
CC(=O)C1=C(O)C(=O)N(CCCn2ccnc2)C1c1ccc(Br)cc1 (stereo not drawn)	-3	-4	0	106	106	-0.2	13	0	-1	106	-5
CC(c1cccnc1)N(CCN(C)C)C(=O)Nc1ccc(Cl)cc1 (stereo not drawn)	-5	2	-1	102	105	0.1	21	0	-8	101	-8
CNC(=O)CCn1nc(-c2ccc(Cl)cc2)c2ccccc2c1=O	-6	6	-3	96	100	0.8	28	0	-8	101	-8
CC1CCCCN1C(=O)Cn1c(=O)n(-c2ccc(F)cc2)c(=O)c2sccc21 (stereo not drawn)	-2	-1	-1	97	97	0.1	26	0	-1	98	-4
c1ccc2c(c1)Nc1nccnc1S2	-18	1	-5	97	118	·	10	-3	0	97	6
O=C(c1cc2ccccc2oc1=O)N(Cc1ccccc1)Cc1ccc2c(c1)OCO2	-7	3	-3	100	100	1.8	15	-1	-5	99	-3
C=CCOc1ccc(C2C(C(=O)c3ccco3)=C(O)C(=O)N2CCCN(CC)CC)cc1 (stereo not drawn)	1	2	0	99	98	0.9	19	-3	2	99	0
O=C(NC(=S)Nc1cc(S(=O)(=O)N2CCOCC2)ccc1N1CCOCC1)C1CCCC1	-3	-2	-2	100	99	-0.1	19	-3	-1	101	-5
C#CCN(C(=O)Nc1ccccc1)c1ccccc1	-3	4	-4	109	103	0.7	8	-1	0	99	0
CN(C)/C=C(/C(=O)c1ccccc1)n1cncn1	0	1	-5	99	103	0.6	9	1	-7	99	-7
Cn1c(/N=C/c2c(O)ccc3ccccc23)nc2ccccc21	-2	3	-2	94	99	0.8	22	1	0	103	6
CC1=NN(c2ccc(Cl)c(C(=O)O)c2)C(=O)/C1=C\c1ccc(-c2ccc(C(=O)O)cc2)o1	1	1	1	102	103	-0.1	17	1	0	102	0

Assay outcomes from PubChem BioAssay.
